# Screening data: PubChem BioAssay, Broad Institute
# miR122 inh = miR-122 Renilla sensor signal increase in Huh7, primary screen, miR-122 inhibitor project, cell-based, single point, plate reader | Huh7 miR-122 Renilla luciferase sensor, 48 h; neutral wells = 0, positive control = 100 | activation (reporter increase), % at 12.5 µM | actives 0.3% (n = 340,000);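 active means mean replicate activation score at least 90 and every replicate individually at or above 90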;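 further: higher luciferase means less miR-122 activity so hits act as miR-122 inhibitors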
# RAD54 branch = inhibitors of human RAD54 branch migration, primary screen, biochemical, fluorescence, single point; inhibition, % at 10.4 µM; RAD54 Holliday junction branch migration, FAM/BHQ fluorescence; DNA repair and recombination protein RAD54-like (Homo sapiens), Q92698; AID 602329, 2012; actives 0.14% (n = 360,000);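 active means mean normalized replicate activity at least 40 and at least half of replicates scoring 40 or more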;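 further: 0% = median of neutral control wells and 100% = median of positive control wells; inhibitors cause a drop in the FAM fluorescence signal; in these data hits start at about 50%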
# E-sel inducer = E-selectin induction in HUVECs, primary screen, imaging, HUVEC, immunofluorescence imaging, single point; P16581; normalized: neutral wells 0, TNF-alpha wells 100; activation, % at 7.58 µM; actives 0.37% (n = 260,000);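 active means mean E-selectin-positive cell signal at least 10% of the positive control, reached in at least 60% of replicates, without over 20% cell loss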;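 further: in these data hits start at about 27%; measured in HUVEC primary endothelial cells; signal is the percent of cells scored E-selectin positive by PE staining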
# Target sequence (P16581 whole entry, looked up): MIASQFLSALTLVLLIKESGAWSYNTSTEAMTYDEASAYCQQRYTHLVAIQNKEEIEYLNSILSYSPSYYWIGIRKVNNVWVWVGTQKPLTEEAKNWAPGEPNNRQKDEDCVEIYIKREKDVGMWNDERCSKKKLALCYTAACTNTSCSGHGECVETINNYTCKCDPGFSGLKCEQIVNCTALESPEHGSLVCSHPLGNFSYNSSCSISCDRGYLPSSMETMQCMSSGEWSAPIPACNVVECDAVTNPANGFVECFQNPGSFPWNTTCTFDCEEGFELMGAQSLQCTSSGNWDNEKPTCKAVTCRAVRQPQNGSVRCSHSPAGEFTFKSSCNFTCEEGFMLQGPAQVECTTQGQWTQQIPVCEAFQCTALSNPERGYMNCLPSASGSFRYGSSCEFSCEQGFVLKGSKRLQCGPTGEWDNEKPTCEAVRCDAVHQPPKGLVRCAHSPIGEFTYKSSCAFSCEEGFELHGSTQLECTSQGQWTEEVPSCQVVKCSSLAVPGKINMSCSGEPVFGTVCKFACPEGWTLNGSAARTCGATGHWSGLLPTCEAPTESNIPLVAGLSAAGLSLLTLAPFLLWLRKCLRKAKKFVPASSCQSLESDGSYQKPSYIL
#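 Material: HUVEC primary endothelial cells; Amount: 3,000 cells per well; Dosing: single concentration; Medium: EGM-2 growth medium on 0.1% gelatin-coated wells; Read-out basis: percent E-selectin-positive cells; Signal: immunofluorescence imaging; Control set: TNF-alpha, DMSO.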
# RAD52 inh = RAD52 DNA annealing inhibitors, primary screen, biochemical, FRET, single point, set 2; actives 0.46% (n = 360,000); inhibition, % at 18.7 µM; AID 651710, 2012; recombinant RAD52 DNA annealing, FRET fluorescence;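 active means every replicate showing at least 50% inhibition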
# Target sequence (P43351 whole entry, looked up): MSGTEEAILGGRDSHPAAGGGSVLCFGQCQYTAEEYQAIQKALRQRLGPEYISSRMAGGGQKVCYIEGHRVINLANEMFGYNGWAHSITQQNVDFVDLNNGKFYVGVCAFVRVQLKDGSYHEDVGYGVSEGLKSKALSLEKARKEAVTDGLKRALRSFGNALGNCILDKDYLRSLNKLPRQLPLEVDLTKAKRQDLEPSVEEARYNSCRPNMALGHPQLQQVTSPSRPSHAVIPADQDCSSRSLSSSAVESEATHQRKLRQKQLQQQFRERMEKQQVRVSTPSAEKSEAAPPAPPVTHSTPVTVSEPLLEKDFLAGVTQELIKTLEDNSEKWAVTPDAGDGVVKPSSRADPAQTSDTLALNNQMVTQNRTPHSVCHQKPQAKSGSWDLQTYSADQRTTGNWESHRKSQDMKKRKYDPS
# PglD DTNB = C. jejuni PglD acetyltransferase inhibitors, primary screen, biochemical, DTNB colorimetric, single point; UDP-N-acetylbacillosamine N-acetyltransferase PglD (Campylobacter jejuni); purified PglD enzyme, DTNB colorimetric CoA detection; inhibition, % at 12.5 µM; actives 0.098% (n = 360,000); AID 602405, 2012; in the data active means inhibition above about 16%, passing the limit was not always enough; further: strong numbers were not always called active
# PGC1a acetyl inh = inhibitors of PGC1a acetylation signal, primary screen, cell-based, U2OS, AlphaScreen, inhibitor mode. AlphaScreen anti-acetyl-lysine; with virally co-expressed GCN5 acetyltransferase. inhibition, % at 15.6 µM. actives 0.17% (n = 350,000);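 active means every replicate shows inhibition of at least 40%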;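 further: 0% = neutral control wells and 100% = positive control wells; some results beyond the cut were filed as inactive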
# Cneo AK release = Cryptococcus neoformans cell lysis inducers, primary screen, AK release luminescence, single concentration; AID 651654, 2012; lysis activity, % at 15 µM; actives 0.2% (n = 360,000); C. neoformans lysis, adenylate kinase release luminescence, 4 h; normalised: neutral wells 0, clomiphene wells 100;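 active means mean lysis activity across replicates of at least 80%, whatever share of replicates individually reach that level; inactive means mean lysis activity below 80%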
#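 Material – log-phase Cryptococcus neoformans yeast cells · Input – 5 × 10^6 yeast cells/mL · Medium – fresh YPD growth medium · Doses – single compound concentration per well · Timing – static 4 h at 37 °C with compound, 1 h detection · Detection – adenylate kinase release luminescence · Read-out – signal increase indicating cell lysis · Control set – Clomiphene as positive lysis control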
# ERAP1 inh = human ERAP1 aminopeptidase inhibitors, primary screen, biochemical, single point, plate reader; Endoplasmic reticulum aminopeptidase 1 (Homo sapiens), Q9NZ08; recombinant ERAP1, Leu-AMC fluorescence, 60 min; inhibition, % at 10.7 µM; actives 0.15% (n = 340,000);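 active means mean replicate inhibition of at least 30%, or all replicates individually reaching that 30% level; inactive means mean below 30% and not every replicate reaching it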;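 further: 0% = neutral control wells and 100% = L-leucinethiol positive control wells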
# * = called active by the depositor; · = not tested or not shown; [ ] = another dose, or the depositor's remark.
SMILES,miR122 inh,RAD54 branch,E-sel inducer,RAD52 inh,PglD DTNB,PGC1a acetyl inh,Cneo AK release,ERAP1 inh
Cc1ccc2nc(SC(C(=O)Nc3ccc(F)cc3)c3ccccc3)[nH]c2c1 (stereo not drawn),13,-9,·,·,4,-6,4,·
O=c1cc(O)c2sc(Nc3ccc(F)c(Cl)c3)nc2[nH]1,7,·,·,-5,·,-2,·,3
CC1=CC(C)(C(Cl)Cl)C(C)=CC1=O (stereo not drawn),-8,-9,-2.4,·,6,1,0,·
Cc1ccc(CNC(=O)CN(C2CCCCC2)S(C)(=O)=O)cc1,6,-3,·,·,0,-11,4,·
CN1c2ccccc2C(C)(C)C12C=Nc1c(cc(N3CCOCC3)c3ccccc13)O2 (stereo not drawn),5,-8,·,·,3,·,-15,·
CCCC(=O)Nc1ccc2c(c1)OC[C@H](C)N(C(=O)c1cccnc1)C[C@@H](C)[C@H](OC)CN(C)C2=O,·,-2,0.1,-11,-1,0,-1,-1
Cc1cc(N2CCN(C(=O)c3cccs3)CC2)c(F)cc1[N+](=O)[O-],0,-3,-0.4,-7,0,-4,4,0
CCN(CC(=O)Nc1cc(Cl)ccc1C)C(=O)CSCc1ccc(C)cc1,-3,7,-2.3,-32,-1,·,-2,5
CCc1nc(N=Nc2c(O)[nH]c3ccccc23)c2c3c(sc2n1)CCC3,-1,-14,-0.9,-18,-1,5,4,-2
C[C@@H]1CN([C@@H](C)CO)C(=O)c2cc(C#CC3CCCC3)cnc2O[C@H]1CN(C)C(=O)C1CCCCC1,-4[16.7 µM],0,0.6,16,-6,-1,-2,-2
O=C(Nc1ccccc1Cl)N1CCN(c2ccccn2)CC1,-4,-4,·,-6,-2,·,1,-3
NS(=O)(=O)c1ccc(-c2ccc(C=NC3CCS(=O)(=O)C3)o2)cc1 (stereo not drawn),·,2,·,·,-4,7,4,·
Cc1cc(C)c(OCC(=O)OCC(=O)N2CCc3ccccc3C2)c(C)c1,-2,8,-0.3,-2,-1,·,-1,-6
CCOC(=O)C1=C(C)NC(=S)N(C(C)=O)C1c1ccc(Cl)cc1 (stereo not drawn),·,8,·,·,-4,15,0,·
COc1ccc(CN2CCCC(C(=O)c3ccc(Cl)cc3)C2)cc1Cn1cncn1 (stereo not drawn),3,-9,·,-2,7,·,3,-2
O=C(CCC(NC(=O)OCc1ccccc1)C(=O)OCC(=O)N1CCCCC1)OCC(=O)N1CCCCC1 (stereo not drawn),-1,1,·,·,1,2,2,·
COc1ccc(C(=O)Nc2ccc(CN3CCOCC3)cc2)cc1Br,-4,0,·,-13,5,-8,-2,-2
O=Cc1cn(-c2ccccc2)nc1-c1cccnc1,-4,1,0.7,-8,8,·,1,-1
COc1ccc(NC(=O)Nc2ccc3c(c2)CC(=O)N([C@H](C)CO)C[C@@H](C)[C@H](CN(C)S(=O)(=O)c2ccc(Cl)cc2)O3)cc1,6[16.7 µM],·,-14,3,·,0,·,-2
Cc1c(C(=O)NCc2cccnc2)sc2nc(-c3ccc(F)cc3)cn12,-7,-14,0.0,-5,7,-12,-4,7
O=C(NCCc1ccncc1)[C@H]1[C@H](CO)[C@H]2Cn3c(cccc3=O)[C@@H]1N2Cc1ccccc1F,·,7,-0.1,2,4,·,2,0
O=C(C1CCN(S(=O)(=O)c2cc(Cl)ccc2Cl)CC1)N1CCCC1,1,3,·,-12,2,-1,-2,-8
NC(=O)c1ccc(NC(=O)c2cccc3c2OCCCO3)cc1,5,0,3.8,-7,4,·,1,1
CC1(C)C(=O)Nc2ccccc2N1C(=O)COC(=O)COc1ccc(C#N)cc1,·,-1,0.0,-6,-3,·,0,-1
COc1cccc(NC(=O)C2CCN(S(=O)(=O)c3ccc4c(c3)CC(C)N4C(C)=O)CC2)c1 (stereo not drawn),0,-4,·,-12,0,3,1,-2
O=C(C[C@H]1C[C@@H]2c3cc(NC(=O)c4cccnc4)ccc3O[C@@H]2[C@H](CO)O1)NCc1ccncc1,-5,-3,0.0,-4,0,1,3,2
CCOC(=O)c1c(NC(=O)COC(=O)c2nc(Cl)ccc2Cl)sc(C(=O)N(C)C)c1C,·,4,4.2,-8,4,-32,-1,-1
COc1ccc(C2C3=C(CCCC3=O)Nc3ccc4ncccc4c32)cc1OC (stereo not drawn),-4,12,-1.3,-22,5,9,1,2
COc1ccc(OC)c(NC(=O)c2cc(-c3cc(C)ccc3O)n[nH]2)c1,·,-3,0.6,-2,-2,·,0,3
O=C(NCc1cccnc1)c1ccc(COc2cccc3ccccc23)o1,3,0,·,·,-2,-30,0,·
COc1cc2ccccc2cc1C(=O)NC(=S)Nc1cccc(C(=O)O)c1C,-12,3,0.1,4,-2,-4,-1,·
CC(=O)Nc1ccc(N/C=C/C(=O)c2ccc(Br)cc2)cc1,-2,-9,·,·,-9,-1,0,·
CN1c2ccc(-c3cccc(C#N)c3)cc2[C@@H]2[C@@H](CCN2C(=O)CN2CCOCC2)[C@@H]1CO,2[16.7 µM],8,0.0,-11,-3,-9,-2,·
Cc1ccc(-n2cc3c(-c4cccc(Br)c4)nnc(C)c3n2)cc1,2,11,·,·,-6,2,2,·
COCCNC(=O)CSc1nc2ccccc2c2nc(C)nn12,-4,-8,0.0,·,1,8,-1,·
O=C(c1cc2nc(-c3ccccc3)cc(C(F)(F)F)n2n1)N1CCN2CCCC2C1 (stereo not drawn),4,5,·,-8,6,·,0,4
Fc1ccc2c(c1)C(c1ccncc1)=NNC(c1ccc(Br)cc1)=N2,3,-17,·,·,-4,·,3,·
O=C(O)CCCn1c(=O)c2cccn2c2ccc(F)cc21,·,2,·,-12,-2,4,-2,-2
CSCCC(NC(=O)c1ccccc1)C(=O)N/N=C(\C)c1ccccc1 (stereo not drawn),-2,0,·,-30,6,3,-5,2
CCCNC(=O)C1(C)CCN(Cc2cc(-c3ccccc3)on2)C1 (stereo not drawn),-1,-5,0.6,-29,-3,-5,3,-1
Cc1ccc2c(c1)c1ccc3c(c1n2C)C(=O)C=CC3=O,-11,-10,0.4,-11,-5,-2,-1,1
CCOc1ccc2oc(C(=O)N(C)CC(=O)Nc3ccc(OCC)c(OCC)c3)c(C)c2c1,0,3,0.2,-8,-2,-8,0,1
CC(C)CC1C(=O)N(Cc2cn(CCC3OCCCO3)nn2)CCS(=O)(=O)N1Cc1ccc(-c2ccccc2)cc1 (stereo not drawn),1,-10,0.4,-1,-4,2,6,16
C[C@@H]1CCCCO[C@H](CN(C)Cc2ccccc2)[C@H](C)CN([C@H](C)CO)C(=O)c2cc(NC(=O)Nc3ccc(F)cc3)ccc2O1,3[16.7 µM],1,-0.1,50,-3,-8,0,2
COc1ccc(CCNC(=O)c2cc3cccc(OC)c3oc2=O)cc1OC,-5,6,·,-2,3,5,0,0
CCOCCC(=O)Nc1ncc(S(=O)(=O)c2ccc([N+](=O)[O-])cc2)s1,-2,-1,-0.2,-1,5,5,3,0
Cc1ccc(S(=O)(=O)N(C)C[C@@H]2OCCCC[C@H](C)Oc3ccc(NC(=O)C4CCCCC4)cc3C(=O)N([C@H](C)CO)C[C@H]2C)cc1,-7[16.7 µM],-4,2.0,·,2,-2,-5,·
O=C(Nc1ccccc1)c1sc2cc(C(F)(F)F)cnc2c1-c1cccs1,10,13,·,·,0,-3,1,·
O=C(COC(=O)c1cc(S(=O)(=O)N2CCCCC2)ccc1Cl)NC1CCS(=O)(=O)C1 (stereo not drawn),-6,-9,-0.2,-13,-4,-1,3,2
Cn1c(=O)c2cc(S(=O)(=O)NCCC(=O)NC3CCCCCCC3)ccc2n(C)c1=O,-8,1,·,-14,2,3,-2,1
CSCCC(NC(=O)c1ccccc1Br)C(=O)N1CCN(C(C)=O)CC1 (stereo not drawn),-12,-5,·,13,-2,3,1,-4
CCC1(c2ccccc2)CN(C)C1=O (stereo not drawn),4,-6,0.4,-12,3,-3,2,0
COc1ccc(C#Cc2ccc([C@@H]3[C@H]4CN(S(=O)(=O)c5cn(C)cn5)CCCCN4[C@H]3CO)cc2)cc1,-16[16.7 µM],8,-0.8,·,-3,4,8,·
Cc1ccc(N(Cc2ccc(C(=O)NC3CCCCC3)cc2)S(C)(=O)=O)cc1C,-9,-6,·,·,-3,6,1,·
Cc1noc(C)c1S(=O)(=O)Nc1ccc2c(c1)CC(=O)N([C@@H](C)CO)C[C@@H](C)[C@H](CN(C)S(=O)(=O)c1cn(C)cn1)O2,-9[16.7 µM],7,-0.5,0,2,-1,-1,0
CN1C(=O)c2ccc(N3CCCC3)cc2C1=O,-2,-18,·,·,-2,-10,5,·
Cc1ccc(S(=O)(=O)NC(=S)NC2CCCCC2)cc1,0,·,6.4,-14,·,-6,·,0

# Grouped by structure, the entries above containing an aryl methoxy group (9)
SMILES,miR122 inh,RAD54 branch,E-sel inducer,RAD52 inh,PglD DTNB,PGC1a acetyl inh,Cneo AK release,ERAP1 inh
COc1ccc(CN2CCCC(C(=O)c3ccc(Cl)cc3)C2)cc1Cn1cncn1 (stereo not drawn),3,-9,·,-2,7,·,3,-2
COc1ccc(C(=O)Nc2ccc(CN3CCOCC3)cc2)cc1Br,-4,0,·,-13,5,-8,-2,-2
COc1ccc(NC(=O)Nc2ccc3c(c2)CC(=O)N([C@H](C)CO)C[C@@H](C)[C@H](CN(C)S(=O)(=O)c2ccc(Cl)cc2)O3)cc1,6[16.7 µM],·,-14,3,·,0,·,-2
COc1cccc(NC(=O)C2CCN(S(=O)(=O)c3ccc4c(c3)CC(C)N4C(C)=O)CC2)c1 (stereo not drawn),0,-4,·,-12,0,3,1,-2
COc1ccc(C2C3=C(CCCC3=O)Nc3ccc4ncccc4c32)cc1OC (stereo not drawn),-4,12,-1.3,-22,5,9,1,2
COc1ccc(OC)c(NC(=O)c2cc(-c3cc(C)ccc3O)n[nH]2)c1,·,-3,0.6,-2,-2,·,0,3
COc1cc2ccccc2cc1C(=O)NC(=S)Nc1cccc(C(=O)O)c1C,-12,3,0.1,4,-2,-4,-1,·
COc1ccc(CCNC(=O)c2cc3cccc(OC)c3oc2=O)cc1OC,-5,6,·,-2,3,5,0,0
COc1ccc(C#Cc2ccc([C@@H]3[C@H]4CN(S(=O)(=O)c5cn(C)cn5)CCCCN4[C@H]3CO)cc2)cc1,-16[16.7 µM],8,-0.8,·,-3,4,8,·
